Screens deposited in PubChem BioAssay by several laboratories.
KKLEB tox: cytotoxicity in KKLEB CF airway cells, primary screen, cytotoxicity control for CF NF-kB inhibitor project, cell-based, uHTS, fluorescence assay plates. hit rate 0.36% among 360,000. KKLEB CF airway cells viability, ATPlite luminescence, overnight; stronger effect = lower value; cells stimulated with P. aeruginosa culture filtrate. activity change (cytotoxicity), % at 5 µM;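 active = corrected activity change at or below -50% at 5 µM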
hiPSC survival: enhancers of single-cell hiPSC survival, primary screen, ATPlite luminescence | hit rate 0.044% among 360,000 | survival enhancement, % at 20 µM | AID 602274, 2012 | 100% = ROCK inhibitor wells, 0% = DMSO; in the data active = survival enhancement above about 18%;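 note: cells exposed to compounds for 16 hours before the ATP read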
NR2E3 ag-1: inhibitors of NR2E3-RetCOR corepressor binding, primary screen, NR2E3 agonist project, biochemical, TR-FRET, GST-NR2E3, biotin-RetCOR; Photoreceptor-specific nuclear receptor (Homo sapiens), Q9Y5X4; 1536-well; inhibition of corepressor binding, % at 4.78 µM; hit rate 0.12% among 320,000; AID 2300, 2010;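 active = percent inhibition above the cutoff of mean plus 3 SD of all tested compounds, set per screening campaign, cut at about 20% in these data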;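 note: 0% = DMSO wells and 100% = biotin wells as full block of FRET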
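Test system: GST-NR2E3 and biotin-RetCOR proteins | Quantity: 1.35 nM GST-tagged NR2E3 final | Medium: Tris pH 7.5 | Also added: 7 nM biotin-RetCOR | Dosing: Compound at 4.8 µM, single dose | Timing: 5 h at 4 °C | Detection: Time-resolved FRET | Read-out basis: Percent inhibition | Benchmarks: Biotin wells as high control, 0.6% DMSO wells as low control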
TWEAK Fn14 block: inhibitors of TWEAK-Fn14 signaling, primary screen, luciferase reporter cells, uHTS; inhibition, % at 10 µM; hit rate 2% among 360,000; AID 1159606, 2016; TWEAK-stimulated Fn14 reporter cells, luciferase luminescence, 8 h; in the data active = inhibition above about 50%
aDG glyco act: activators of alpha-DG glycosylation, primary screen, uHTS, Pro5-aDG cells, AlphaScreen; activation, % at 10 µM; hit rate 0.22% among 360,000; alpha-DG glycosylation AlphaScreen (IIH6); 0% Pro5, 100% B10-LARGE cell signal;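 active = activation of at least 8% versus controls, or a plate z-score of at least 8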;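 note: Pro5 are CHO cells carrying HIG-tagged alpha-DG that lacks glycosylation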
Shn3 inh set2: reduction of Shn3 3'UTR firefly luciferase signal, primary screen, Schnurri-3 inhibitor project, cell-based, Clone20 osteoblasts, set 2; Clone20 osteoblast Shn3 3'UTR firefly luciferase, 24 h; inhibition, % at 12.5 µM; hit rate 0.52% among 360,000;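 active = mean inhibition of at least 75% with every replicate also reaching 75%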;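 note: 0% = median of neutral control wells and 100% = pilot-screen positive control compound; some compounds past the cut are filed as inactive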
HIF-2a inh: HIF-2a reporter inhibitors, primary screen, luminescence, 786-0 RCC cells; 786-0 RCC cells HIF-2a reporter, luciferase luminescence, overnight; inhibition, % at 18.8 µM; AID 624352, 2012; hit rate 0.72% among 360,000;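 active = inhibition of the luminescence signal of 40% or more relative to plate controls, in a single-dose primary screen at 18.75 µM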
CF NFkB inh: inhibitors of PAF-induced NF-kB signaling, primary screen, cell-based, GFP fluorescence, uHTS; hit rate 0.86% among 360,000; KKLEB NF-kB-GFP reporter, GFP fluorescence overnight; AID 588850, 2011; inhibition, % at 5 µM;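 active = at least 50% inhibition at 5 µM, scaled per plate between neutral and stimulator controls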;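 note: PAF is a Pseudomonas aeruginosa culture filtrate used as stimulus; plate controls were PAF-stimulated DMSO wells for no effect and unstimulated DMSO wells for full effect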
NR2E3 ag-2: NR2E3 agonists in two-hybrid cells, primary screen, cell-based, luminescence, CHO-S, Gal4-NCOR/VP16-NR2E3; AID 602229, 2012; hit rate 0.35% among 360,000; luciferase; Photoreceptor-specific nuclear receptor (Homo sapiens), Q9Y5X4; inhibition of corepressor binding, % at 3.98 µM;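 active = inhibition above the mean of all tested compounds plus 3 SD, cut at about 70% in these data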;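 note: 0% = DMSO with NR2E3 transfected cells and 100% = cells lacking NR2E3 construct; higher means lower luciferase signal from less NR2E3 corepressor binding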
TRPM1 prom inh: inhibitors of MITF-dependent TRPM1 promoter reporter, primary screen, cell-based, SK-MEL-5, single point, luciferase; inhibition, % at 12.5 µM; hit rate 0.83% among 330,000; AID 488899, 2010; SK-MEL-5 TRPM1 promoter luciferase, 24 h;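 active = mean inhibition across replicates of 60% or more, whatever share of single replicates reaches that level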; note: values of inactives mirror those of a sister screen read the other way
Peg3 promoter: Peg3 promoter-driven luciferase inhibitors, primary screen, cell-based, HeLa, luciferase luminescence; inhibition, % at 20 µM; hit rate 1.7% among 360,000; HeLa PEG-Prom luciferase reporter, overnight;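 active = inhibition of at least 50% at 20 µM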
* marks the source's active call; other numbers are inactive results; nt = not tested or not shown.

Screens in order – KKLEB tox	hiPSC survival	NR2E3 ag-1	TWEAK Fn14 block	aDG glyco act	Shn3 inh set2	HIF-2a inh	CF NFkB inh	NR2E3 ag-2	TRPM1 prom inh	Peg3 promoter
[1] CCc1nc2c(OCc3ccc4c(c3)OCO4)cccn2c1N(C=O)Cc1ccccc1
→ -10.7	0.5	nt	4.2	0.1	-13.5	-94.5	32.2	-40.9	nt	-9.4
[2] CCc1nnc(NC(=O)CSc2nnc(Cc3cccn3C)n2C)s1
→ 10.0	2.9	1.1	2.0	-0.1	-1.7	8.9	19.7	0.1	nt	9.2
[3] O=C1N=NC2=C1c1c3ccccc3c(O)n1CC2
→ 2.1	0.2	-1.9	10.5	0.2	-9.6	6.3	-27.5	3.9	16.4	-3.1
[4] Cc1nc(-c2ccccc2O)n(-c2ccccc2)n1
→ -9.8	-2.8	4.0	12.4	0.5	8.5	8.7	9.2	10.1	12.1	2.5
[5] OCCCNc1c2ccccc2nc2ccccc12
→ 6.1	-0.5	-3.7	-17.4	0.5	-16.1	6.3	-126.0	-36.7	83.0*	103.6*
[6] Cc1ccnc(NC(=O)c2ccc(Cl)c(NC(=O)c3ccccc3C)c2)c1
→ -4.1	-0.5	-0.5	-6.0	0.5	10.0	-32.0	-3.0	-13.7	4.2	-28.9
[7] CCOC(=O)c1cnc2ccc(OCC)cc2c1NCCN1CCOCC1
→ 1.0	-0.3	4.5	-11.1	0.1	33.9	-121.2	2.9	-49.1	-24.9	-38.5
[8] Cc1cc(N2C(=O)C3CCC(c4ccccc4)CC3C2=O)no1 (stereo not given)
→ 5.2	2.1	0.6	-8.1	-0.1	9.9	20.2	18.6	-11.3	0.1	6.5
[9] Cc1c(Cl)cccc1NC(=S)N1CCN(Cc2ccccc2)CC1
→ -3.5	5.3	1.9	-8.8	0.2	23.0	20.5	20.6	17.2	0.3	20.2
[10] CCOC(=O)NC(C)N1C(=O)C2C3C=CC(C3)C2C1=O (stereo not given)
→ -11.0	1.3	0.5	9.4	-0.4	-28.2	9.8	2.0	-9.6	-1.0	15.3
[11] CCOC(=O)[C@]12CCC=C1N(CCC1=CCCCC1)C(=O)[C@H](CC(=O)N1CCOCC1)C2
→ nt	-0.6	nt	2.4	-0.1	nt	-3.4	nt	-22.1	nt	nt
[12] CCOC(=O)Cn1cnc(-c2ccc([N+](=O)[O-])cc2)c1
→ 13.7	-0.8	-2.5	14.0	-0.2	-43.0	-140.9	-4.7	-18.5	-33.5	-60.5
[13] CCCN(CCC)S(=O)(=O)c1ccc(NS(C)(=O)=O)cc1
→ -2.2	-1.6	1.2	7.1	-0.1	-2.5	8.5	19.3	-6.7	1.9	3.5
[14] NCCCC[C@H](N)c1nnc([C@H](CC(=O)O)NC(=O)C2CCNCC2)o1
→ 5.3	-0.1	1.6	-14.1	0.1	0.6	6.5	9.3	4.4	5.8	1.0
[15] COc1cc(CNC2CCCC2)cc(OC)c1OC
→ 6.2	-0.1	5.2	3.9	2.8	1.4	-14.8	-16.2	-7.1	9.2	8.6
[16] Cn1cnc(S(=O)(=O)Nc2ccc(Cl)c(C(F)(F)F)c2)c1
→ 2.3	-0.5	-0.5	-11.7	-0.3	-1.4	-0.5	19.1	19.3	-1.6	-4.4
[17] O=C1c2ccccc2C(Nc2ccc(S(=O)(=O)N3CCOCC3)cc2)N1c1ccccn1 (stereo not given)
→ -17.8	-1.9	0.8	-3.2	-0.1	3.4	-15.0	4.8	-7.2	nt	-1.9
[18] CCOc1ccc2nc(S(N)(=O)=O)sc2c1
→ 18.2	-0.8	2.9	2.9	-0.1	-19.9	-45.9	3.5	-14.5	-14.0	-57.2
[19] O=C(NCc1ccccc1)c1cc(C2CCCN(C(=O)c3cccs3)C2)on1 (stereo not given)
→ -3.1	0.9	nt	-21.3	0.1	5.4	4.1	4.9	-23.4	nt	-2.8
[20] O=C(O)C1C2CC3C(OC(=O)C31)C2Cl (stereo not given)
→ 0.3	-0.8	0.4	5.4	0.0	-2.1	5.2	7.5	7.9	-7.0	7.3

Quoted at random: three entries already listed, in no set order.
Screens in order – KKLEB tox	hiPSC survival	NR2E3 ag-1	TWEAK Fn14 block	aDG glyco act	Shn3 inh set2	HIF-2a inh	CF NFkB inh	NR2E3 ag-2	TRPM1 prom inh	Peg3 promoter
[16] Cn1cnc(S(=O)(=O)Nc2ccc(Cl)c(C(F)(F)F)c2)c1
→ 2.3	-0.5	-0.5	-11.7	-0.3	-1.4	-0.5	19.1	19.3	-1.6	-4.4
[20] O=C(O)C1C2CC3C(OC(=O)C31)C2Cl (stereo not given)
→ 0.3	-0.8	0.4	5.4	0.0	-2.1	5.2	7.5	7.9	-7.0	7.3
[18] CCOc1ccc2nc(S(N)(=O)=O)sc2c1
→ 18.2	-0.8	2.9	2.9	-0.1	-19.9	-45.9	3.5	-14.5	-14.0	-57.2

(further entries)
Screens in order – KKLEB tox	hiPSC survival	NR2E3 ag-1	TWEAK Fn14 block	aDG glyco act	Shn3 inh set2	HIF-2a inh	CF NFkB inh	NR2E3 ag-2	TRPM1 prom inh	Peg3 promoter
[21] CCOC(=O)c1c(C)[nH]c(N=Nc2ccccc2C)c1C
→ 2.6	5.3	1.5	-14.4	-0.6	-37.6	-409.0	-11.5	-119.4	-75.5	-197.5
[22] Cc1cc(OCC(=O)OCC(=O)N2CCCCC2)ccc1Cl
→ -11.9	3.6	nt	8.3	0.0	-0.5	8.4	23.5	-13.1	nt	7.0
[23] CC(=O)N1CCN(S(=O)(=O)c2cccc(C(=O)OCc3ccc(C(C)(C)C)cc3)c2)CC1
→ -2.4	0.1	nt	41.4	1.6	44.9	6.1	-0.9	73.5*	22.9	-5.3
[24] Cc1ccc(-c2nc(N)c3c(-c4ccc(C)cc4)nn(C(C)(C)C)c3n2)cc1
→ 1.1	2.7	0.7	12.7	-0.5	-11.1	2.1	2.9	0.8	11.5	0.6
[25] COc1cc(Cl)c(C)cc1NC(=O)CSc1nnc(CN2CCCC2)o1
→ 16.3	-0.5	nt	-2.7	-0.1	-0.2	10.9	-7.3	1.8	nt	-2.6
[26] COc1ccc(Nc2ncnc3ccccc23)cc1
→ 5.0	0.3	1.4	21.8	0.1	-52.5	-209.9	33.4	-118.4	-92.9	-287.5
[27] O=C(Cn1cncn1)c1ccc(F)cc1F
→ -3.4	0.2	1.4	1.7	0.1	-7.5	8.5	0.9	-16.5	-3.6	-8.6
[28] CCCCOC(=O)c1ccc(NC(=O)c2cnccn2)cc1
→ 1.5	-2.4	-2.5	-7.2	0.1	-48.3	-110.2	7.8	-16.8	-30.1	-117.9
[29] Cn1c(CNC(=O)c2ccco2)nnc1SCC(=O)N1CCN(c2ccccc2F)CC1
→ 0.7	-0.7	1.9	9.1	-0.1	-21.1	12.9	-6.1	24.0	1.4	11.8
[30] COc1ccccc1CNC(=O)COC(=O)c1cccc(S(=O)(=O)N2CCCC2)c1
→ 28.2	-0.3	3.7	2.0	0.2	-36.4	7.7	-10.2	-29.9	2.6	7.9
[31] O=C(c1ccco1)N(Cc1ccc(Cl)cc1)C1CCS(=O)(=O)C1 (stereo not given)
→ 16.5	-0.4	2.1	-4.1	0.0	-8.8	4.1	-6.9	-22.1	0.9	1.1
[32] COc1ccc(NC(=O)NNC(=O)c2ccc(-c3ccccc3)cc2)cc1
→ -17.3	-0.3	4.6	-10.7	0.4	-7.8	-2.2	-9.1	-49.4	2.8	-2.4
[33] CC(C)C(NS(=O)(=O)c1cccc2nsnc12)C(=O)NCCC1=CCCCC1 (stereo not given)
→ -3.8	-0.3	1.6	9.4	-0.1	-8.6	17.9	1.5	6.2	1.6	17.7
[34] O=C(O)CCC(=O)N1CN2CN(C(=O)CCC(=O)O)CC([N+](=O)[O-])(C2)C1
→ 3.4	-0.3	0.4	12.1	-0.1	-30.9	8.3	5.5	-1.0	-9.4	15.1
[35] CC(C)c1ccc(S(=O)(=O)N2CCC3(CC2)OCCO3)cc1
→ 1.7	0.3	1.2	1.2	-0.4	9.3	7.5	-6.9	-10.4	6.7	-1.9
[36] CC(=O)C1=C(O)CC(c2ccccc2)CC1=NCCc1ccccc1 (stereo not given)
→ 2.3	-1.2	12.7	-10.4	0.6	2.4	14.4	8.8	-28.1	-2.7	18.8
[37] COC(=O)[C@@H]1C[C@@]2(O)[C@H](O)[C@H](O)[C@H](O)C[C@H]2N1C/C=C/c1ccccc1
→ 11.0	7.6	-0.6	4.8	-0.3	-27.6	-2.7	-37.8	-17.2	-2.1	5.7
[38] CCOc1cc2c(cc1OC)C(c1cccc([N+](=O)[O-])c1)NCC2 (stereo not given)
→ -11.2	0.0	2.7	-14.6	-0.1	0.3	20.9	1.1	-4.7	-5.3	21.3
[39] Nc1ccc(-c2nc3ncccc3o2)cc1
→ 7.9	-0.6	3.0	-29.8	0.1	-67.2	-190.7	-27.8	-24.1	-36.2	-116.6
[40] O=C(NCC(c1ccco1)N1CCN(c2ccc(F)cc2)CC1)OCc1ccccc1 (stereo not given)
→ -16.4	-1.9	2.8	6.0	0.4	-1.8	-22.8	-0.1	8.5	5.2	-9.0
[41] Cc1nc2cc(NC(=O)CS(=O)(=O)c3ccccc3)ccc2s1
→ 12.4	-0.5	3.1	-7.5	0.0	-45.0	-158.7	-8.0	-42.5	-48.0	-123.3
